PTHR1 agonist: agonists of human PTHR1 parathyroid hormone receptor. AID 743266. HEK293 GP2 PTHR1 cells, GloSensor cAMP luminescence, 1 h. Potency, µM (top dose mostly 115 µM), without a hit: top-dose activation, usual class: activators. Q03431. 0.075% of 410,000 active; also: potency is read from the fitted curve at half-maximal effect; nearly all actives have a fitted effect of over 55% in size; some results filed as inactive show a strong effect at the top dose; inactives centre near -15; many of its hits are not listed in these tables
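HEK-293-derived GP2 cells expressing PTHR1 and a GloSensor cAMP reporter, 3,000/well, plated overnight, given luciferin plus IBMX (each 0.5 mM as added) for 1 h at 37 °C, then compound for 1 h at 37 °C. Luminescence was read after 15 min at room temperature.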
EPAC1 ag: activates human EPAC1 exchange factor | AID 720707 | 0.073% of 360,000 active | Potency, µM (doses to about 154 µM), without a hit: at the top dose activation, most hits filed as activators | EPAC1 agonist qHTS, biochemical assay; response scale: 100% = response to 6.5 mM cAMP | O95398; also: potency is read from the fitted curve at half-maximal effect; nearly all actives have a fitted effect of over 60% in size
Target sequence (O95398 whole entry, looked up): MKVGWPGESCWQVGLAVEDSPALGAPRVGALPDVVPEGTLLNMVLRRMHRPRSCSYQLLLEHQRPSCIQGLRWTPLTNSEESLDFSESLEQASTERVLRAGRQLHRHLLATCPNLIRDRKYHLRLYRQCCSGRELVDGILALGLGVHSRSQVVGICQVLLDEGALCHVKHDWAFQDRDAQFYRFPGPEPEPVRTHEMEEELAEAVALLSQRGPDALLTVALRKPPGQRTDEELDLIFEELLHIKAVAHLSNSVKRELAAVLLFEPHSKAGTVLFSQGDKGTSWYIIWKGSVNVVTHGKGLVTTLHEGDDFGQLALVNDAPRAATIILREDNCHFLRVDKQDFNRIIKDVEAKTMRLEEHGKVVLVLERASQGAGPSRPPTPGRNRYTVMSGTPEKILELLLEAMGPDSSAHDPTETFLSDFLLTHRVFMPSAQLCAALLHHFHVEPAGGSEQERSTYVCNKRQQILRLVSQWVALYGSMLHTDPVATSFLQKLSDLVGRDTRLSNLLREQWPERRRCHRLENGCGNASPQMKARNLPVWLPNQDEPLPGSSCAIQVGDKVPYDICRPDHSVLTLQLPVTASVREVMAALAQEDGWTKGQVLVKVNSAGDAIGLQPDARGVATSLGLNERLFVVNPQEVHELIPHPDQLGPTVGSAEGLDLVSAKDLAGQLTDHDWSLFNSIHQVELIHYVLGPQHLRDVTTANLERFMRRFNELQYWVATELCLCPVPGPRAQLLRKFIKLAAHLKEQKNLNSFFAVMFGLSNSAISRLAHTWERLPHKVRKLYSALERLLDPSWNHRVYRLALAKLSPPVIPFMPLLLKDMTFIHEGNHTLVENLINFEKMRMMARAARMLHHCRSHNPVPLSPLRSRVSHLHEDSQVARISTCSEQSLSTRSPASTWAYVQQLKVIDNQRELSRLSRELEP
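Multi-concentration qHTS readout: loss of Rap1B-bound BODIPY-GDP fluorescence driven by 100 nM EPAC1 with excess GDP (50 uM), monitored kinetically at room temperature; agonist response expressed relative to 6.5 mM cAMP.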
PI5P4K alpha inh: inhibitors of human PI5P4K alpha; P48426; max response, %; PI5P4Kalpha enzyme, ADP-Glo luminescence, 60 min; active compounds read low; 1.2% of 330,000 active; active = max response of -50% or lower; inconclusive = between -30% and -50%; inactive = -30% or higher; also: value at the top dose of about 77 µM; % is scaled to controls: 0 for no effect and ±100 for the full control effect
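Human PI5P4Kalpha with substrate in 0.038 M HEPES pH 7.4, 0.28 mM EGTA, 0.1% CHAPS, 5% DMSO; reaction started with 5 microM ATP (final), 60 min at room temperature. ADP formed read by ADP-Glo luminescence.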
GLP1R ag: GLP-1 receptor (human) agonism | P43220 | HEK293 GLP-1R CRE-luciferase, luminescence, 4-6 h; cells express a hypersensitive GLP-1R form | Potency, µM (titrated, usually from 45.6 µM), without a hit: at the highest dose activation, actives largely listed as activators | 0.007% of 380,000 active; also: potency is read from the fitted curve at half-maximal effect; % of control where 0% means no effect
GLP1R cytotox: cytotoxic in the GLP-1 receptor inverse agonist counter-screen | Potency, µM (highest dose often 38.3 µM), for the others: at the top dose activity change, negative = inhibition, actives largely listed as inhibitors | 0.13% of 410,000 active | HEK293 cAMP-luciferase reporter cells, luminescence, 24 h;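 also: loss of luciferase light is scored as toxicity; potency is read from the fitted curve at half-maximal effect; % is scaled to controls: 0 for no effect and ±100 for the full control effect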
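Step one: seed cells (200 cells/uL, DMEM with 10% Nu serum, 1% pen-strep). Step two: 12-hour incubation at 37 deg C. Step three: pin 23 nL compound, incubate 24 hr. Step four: add luciferase reagent, read luminescence 12 min later.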
PLK1 PBD block: inhibitors of human PLK1 polo-box domain binding | P53350 | Plk1 PBD binding of FITC phosphopeptide, fluorescence polarization | Potency, µM, without a hit: max response, negative = inhibition, hits mostly inhibitors | 2.8% of 360,000 active; also: potency is read from the fitted curve at half-maximal effect; series mostly up to about 57 µM; % is scaled to controls: 0 for no effect and ±100 for the full control effect; nearly all actives have a fitted effect of over 65% in size
IL2 activator: IL-2 activation. IL-2 activation reporter assay, cell-based qHTS; stimulated with anti-CD3/CD4/CD28 beads; in transgenic mouse T cells. activation, % (series mostly up to about 46 µM). 0.065% of 360,000 active. AID 652025; in the data active = activation above about 50%; inconclusive = mostly about 30% to 49%; also: 0% is about no effect
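Using fluorescent plate cytometry, EGFP and DsRed are detected in transgenic mouse T cells stimulated 18 h at 37 degrees C with antibody-coated beads after 60 min compound pretreatment.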
EPAC1 antag: EPAC1 (human) antagonism; O95398; EPAC1 GEF assay, Rap1b-BODIPY-GDP exchange fluorescence; Potency, µM (series often up to 115 µM), for the others: at the top dose activity change, negative = inhibition, actives largely listed as inhibitors; 0.14% of 360,000 active; AID 720709;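 also: potency is read from the fitted curve at half-maximal effect; plate controls were vehicle for no effect and positive control for full effect; nearly all actives have a fitted effect of over 50% in size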
GLP1R inv ag: inverse agonists of human GLP-1 receptor; HEK293 GLP-1R CRE-luciferase, luminescence, 24 h; GLP-1R form is constitutively active; AID 624417; Potency, µM (highest dose often 38.3 µM), without a hit: at the top dose activity change, negative = inhibition, usual class: inhibitors; 1.6% of 410,000 active; also: potency is read from the fitted curve at half-maximal effect; % is scaled to controls: 0 for no effect and ±100 for the full control effect; nearly all actives have a fitted effect of over 55% in size
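GLP-1R inverse agonism mode: basal reporter luminescence in engineered HEK293 cells measured after one day of compound exposure at 37 deg C, with a 12 min room-temperature detection step.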
* hit, by the source's call; i = inactive; ? = inconclusive; nt = no result given; [ ] = remark or other dose. Unless noted, calls follow the shape of the dose curve; as a rule, active = well fitted curve in the direction sought with a large enough effect; inconclusive = small, poorly fitted or top-dose-only effect, or another doubt; inactive = no such curve, though single readings can be large; an effect the other way counts as inactive or inconclusive. Some of the compounds tested; count on the stated rates, not on these rows.

Molecule,PTHR1 agonist,EPAC1 ag,PI5P4K alpha inh,GLP1R ag,GLP1R cytotox,PLK1 PBD block,IL2 activator,EPAC1 antag,GLP1R inv ag
CC[C@]12c3[nH]c4ccccc4c3CCN1C(=O)C(CC(=O)NCCCN(C)C)C[C@@H]2C(=O)N1CCN(C(=O)C2CC2)CC1 (stereo not given in full),9%,-14%,2,0%,2%,-14%,-1.0,5%,10%
COc1cc(/C=N/NC(=O)c2cc(C)n(-c3ccc(F)cc3)c2C)cc(OC)c1O,i,-2%,-11,31%,-13%,-2%,-2.9,-27%,10%
CC(C)CC1C(C#N)=C(N)Oc2n[nH]c(-c3ccccc3)c21 (stereo not given),-15%,-5%,-57*,-6%,-1%,-10%,1.0,-9%,-12%
O=C(Nc1cccnc1)C1CCCN(S(=O)(=O)c2cccc3nsnc23)C1 (stereo not given),-19%[57.5 µM],11%,-1,-5%,3%,-9%,-2.2,-13%,0%
O=c1[nH]c(CN2CCN(c3ccccc3)CC2)nc2scc(-c3ccccc3)c12,-12%,2%,-19,-30%,1%,-10%,0.2,-29%,6%
C/C=C\C(=O)Nc1cccc(C2=NOC3(C2)C[C@@H](C(N)=O)N(C(=O)c2ccccc2)C3)c1 (stereo not given in full),8%,7%,-3,-4%,-52%,-11%,0.1,-1%,16%
CCc1nc2c(c(=O)[nH]1)C(CC)(CC)Cc1ccccc1-2,-2%,5%,6,2%,-1%,-6%,0.8,-2%,1%
Cc1ccc(NC(=O)N(Cc2ccc3c(c2)OCO3)Cc2cc3cc4c(cc3[nH]c2=O)OCCO4)cc1,-4%[57.5 µM],8%,-1,-1%,-26%,-11%,-2.0,-17%,-17%
COc1ccc(C(=O)NNC(=S)NC(=O)c2ccccc2[N+](=O)[O-])cc1,i,2%,-2,-3%,-18%,1%,0.1,10%,5%
Cc1cc(C)n(C(=O)CCCCCCCCC(=O)n2nc(C)cc2C)n1,i,14%,nt,-6%,-5%,-10%,-2.9,3%,0%
Cc1ccc(NC(=O)CN2C(=O)N/C(=C/c3ccc(C)s3)C2=O)cc1,i,15%,-8,-12%,14%,31%[activator],53*,19%,17%
COc1cc(OC)c(C2Nc3ccccc3NC3=C2C(=O)CC(C)(C)C3)cc1OC (stereo not given),-27%,2%,-2,-2%,-3%,3%,-0.5,-11%,6%
N#Cc1ccccc1S(=O)(=O)Nc1ccc2c(c1)C(=O)OC2,i,-16%,-1,-1%,0%,3%,1.2,-13%,10%
c1ccc(C(c2ccccc2)c2nc(-c3cccnc3)no2)cc1,-13%[57.5 µM],15%,nt,8%,-1%,-2%,0.9,-14%,0%
Nc1ccn(C2OC(COP(=O)(O)O)C(O)C2O)c(=O)n1 (stereo not given),i,5%,27,1%,11%,0%,-1.8,-7%,-15%
O=C(CO/N=C/c1ccc(Cl)cc1Cl)NNC(=O)c1ccc(Cl)cc1Cl,13%,-5%,-3,-1%,4%,-1%,1.5,-7%,-22%
C=CCOc1cccc(C2/C(=C(\O)c3ccc4c(c3)OCCO4)C(=O)C(=O)N2CCN2CCOCC2)c1 (stereo not given),-4%,3%,4,-5%,-1%,-8%,-2.1,6%,16%
CCC1CCCCN1C(=O)COc1ccccc1NC(C)=O (stereo not given),i,4%,-3,12%,8%[7.66 µM],-8%,2.8,9%,2%[7.66 µM]
O=c1c2ccccc2nc2n1CCC2,-2%,9%,-3,-7%,-19%,0%,0.1,?,6%
CN1CCN(C(=O)C2CCC(=O)N(CCc3cccc(F)c3)C2)CC1 (stereo not given),1%,5%,-7,-1%,11%,3%,2.7,-12%,18%
Cc1cc(NC(=O)c2cccc(S(=O)(=O)N(C)C)c2)n(-c2ccccn2)n1,-7%,11%,nt,3%,-5%,0%,-1.3,3%,20%
Cc1cc(OC(=O)C2CC2)c([N+](=O)[O-])c(=O)[nH]1,i,3%,-3,1%,-14%,-3%,-1.3,3%,11%
Cc1ccc(C2(CCNC(C)c3cccs3)CCOC(C(C)C)C2)cc1 (stereo not given),i,-3%,10,6%,?,-2%,-0.5,-7%,?
O=C(Nc1nncs1)C1CC(=O)N(C2CCCC2)C1 (stereo not given),29%,-1%,4,0%,7%,-12%,2.8,8%,-19%
Cc1cc(C(=O)OCC(=O)c2ccc(Br)s2)no1,i,-9%,nt,-9%,7%,-8%,-0.9,13%,18%
CC(=O)NCCCNS(=O)(=O)c1ccc(C)cc1,i,12%,-2,16%,-25%,-5%,-0.5,-4%,1%
COC(C(=O)NCc1ccc(C)cc1)c1ccccc1 (stereo not given),i,9%,3,22%,-13%,-4%,-0.4,13%,-8%
COC(=O)c1cccc(NC(=O)c2onc3c2CCCC3)c1,-14%,-10%,2,0%,0%[1.53 µM],4%,-0.1,26%,-19%
COc1ccc(CC(NC(C)=O)C(=O)NC2CCN(c3nc(C)cc(C)c3C#N)CC2)c(OC)c1 (stereo not given),-3%[57.5 µM],3%,-4,-4%,-15%,-12%,0.0,-2%,11%
O=C(N/C(=C\c1cccs1)C(=O)N1CCCCCC1)c1ccccc1,i,6%,nt,-3%,?,-7%,-2.1,3%,-21%
OC[C@@H]1CN(C2CCCC2)C[C@H](n2cnc3c(NC4CC4)ncnc32)O1,i,-19%,-7,9%,3%,-10%,-0.4,-1%,22%
O=C(Nc1ccc(N2CCOCC2)cc1)c1ccc([N+](=O)[O-])cc1,i,-2%,-3,15%,-9%,-8%,-0.5,-13%,22%
O=C(Cc1n[nH]c(=O)c2ccccc12)Nc1cccc(S(=O)(=O)N2CCCCCC2)c1,-18%,6%,0,9%,2%,-10%,0.2,-8%,25%
C=CCn1c(/N=C/c2ccc(OC)cc2)nc2ccccc21,i,-4%,8,-5%,0%,-5%,2.8,8%,-13%
CN1C(=O)C(C)(C)c2cc(S(=O)(=O)NCC3CCC(C(=O)NCc4ccccc4)CC3)ccc21 (stereo not given),-26%,-1%,-6,5%,7%,-5%,-2.7,2%,19%
O=C(O)CCCNc1ccc(S(=O)(=O)N2CCCCC2)cc1,-10%,19%,2,1%,-5%,-9%,0.9,24%,0%

A different layout for 2 compounds above:
Every second line gives: PTHR1 agonist	EPAC1 ag	PI5P4K alpha inh	GLP1R ag	GLP1R cytotox	PLK1 PBD block	IL2 activator	EPAC1 antag	GLP1R inv ag
COC(C(=O)NCc1ccc(C)cc1)c1ccccc1 (stereo not given)
  i	9%	3	22%	-13%	-4%	-0.4	13%	-8%
COC(=O)c1cccc(NC(=O)c2onc3c2CCCC3)c1
  -14%	-10%	2	0%	0%[1.53 µM]	4%	-0.1	26%	-19%

Next part.
Molecule,PTHR1 agonist,EPAC1 ag,PI5P4K alpha inh,GLP1R ag,GLP1R cytotox,PLK1 PBD block,IL2 activator,EPAC1 antag,GLP1R inv ag
Cn1cccc1CNCc1ccc(F)cc1,21%,2%,5,4%,12%[1.53 µM],9%,0.3,25%,-11%
CC(C)C[C@H]1CN=C(N(C)C)N1CCc1cccc(F)c1,-20%,-5%,-3,13%,?,-16%,-3.8,-9%,7%
COc1ccc(OC)c(C2=NOC(C(=O)NCc3cccs3)C2)c1 (stereo not given),-25%,13%,1,21%,-28%,-8%,3.0,-18%,-13%
CN(c1ccc(C(=O)Nc2ccccc2C(=O)N2CCCC2)cc1)S(C)(=O)=O,-12%,5%,16,4%,12%,-5%,0.7,9%,-11%
Nc1c(Cl)ncnc1N/N=C/c1cccnc1,i,8%,2,4%,-1%,-7%,-1.2,12%,39%[activator]
CC1CN(C(=O)CCC(=O)N2CCN(c3cccc(C(F)(F)F)c3)CC2)c2ccccc2O1 (stereo not given),-29%,3%,20,6%,-3%,-9%,4.5,?,?
C#Cc1ccc([C@@H]2C=C(C(=O)NCc3ccccc3)O[C@H](OCc3ccc(CO)cc3)C2)cc1,i,-4%,-29,8%,-3%,-12%,-0.5,?,-23%
CCOc1ccc(N2C(=O)CC(NC3CCCCNC3=O)C2=O)cc1 (stereo not given),i,-3%,-9,3%,1%,-11%,0.2,-18%,6%
Fc1ccc(NC(=S)NN2CCOCC2)cc1Cl,i,-4%,-4,3%,4%,-10%,-1.3,9%,7%
CCc1ccc2c(c1)C(=O)C[C@]1(CCC[C@H](C)C1)O2,-64%[inhibitor],5%,10,12%,-18%,-4%,-0.3,-13%,?
CCOC(=O)C1(Cc2ccccc2Cl)CCN(C(=O)c2cnccn2)CC1,-19%,4%,5,5%,-3%,-4%,-1.5,10%,18%
C/C(=N\Nc1nc(N2CCOCC2)nc(N2CCOCC2)n1)c1cccs1,i,16%,10,8%,9%[7.66 µM],-5%,0.2,2%,-5%[7.66 µM]

Structures above marked active in IL2 activator.
compound | PTHR1 agonist | EPAC1 ag | PI5P4K alpha inh | GLP1R ag | PLK1 PBD block | IL2 activator | EPAC1 antag | GLP1R inv ag
Cc1ccc(NC(=O)CN2C(=O)N/C(=C/c3ccc(C)s3)C2=O)cc1 | i | 15% | -8 | -12% | 31%[activator] | 53* | 19% | 17%

Later entries:
Molecule,PTHR1 agonist,EPAC1 ag,PI5P4K alpha inh,GLP1R ag,GLP1R cytotox,PLK1 PBD block,IL2 activator,EPAC1 antag,GLP1R inv ag
O=C(CNC(=O)c1cccc(Br)c1)N/N=C/c1cn[nH]c1-c1ccccc1,i,5%,-14,6%,-8%,-4%,0.5,14%,-19%
CCN(CC)C(=O)CSc1nnc(COc2ccc(OC)cc2)n1N,i,14%,-7,4%,-4%,-8%,-0.5,-14%,-2%
Fc1ccc(COc2ccccc2-c2ccnc3ncnn23)cc1,-27%,-5%,-4,7%,-9%,2%,0.6,4%,21%
CCOc1ccc2c(c1)nc(C)n2C,21%,5%,-5,5%,-7%,-10%,-2.5,-15%,12%
COc1ccccc1NC(=O)c1ccccc1C(=O)N(C)Cc1ccccc1,i,-4%,1,-10%,2%,2%,-0.3,9%,9%
CCOC(=O)Cc1csc(SCC(=O)/C(C#N)=C(\C)N)n1,-37%[inhibitor][57.5 µM],-6%,-3,1%,10%,-4%,-2.2,-15%,8%
COc1ccc(-c2cc(C(=O)OCC(=O)N(C)C3CCS(=O)(=O)C3)c3ccccc3n2)cc1OC (stereo not given),5%,-8%,4,23%,9%,-6%,2.2,?,0%

Bioassay records deposited in PubChem by National Center for Advancing Translational Sciences (NCATS).
